E-sel inducer = E-selectin induction in HUVECs, primary screen, imaging, HUVEC, immunofluorescence imaging, single point | 260,000 compounds, 0.37% hits | normalized: neutral wells 0, TNF-alpha wells 100 | P16581 | AID 686992, 2013 | activation, % at 7.58 µM;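 active = mean E-selectin-positive cell signal at least 10% of the positive control, reached in at least 60% of replicates, without over 20% cell loss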;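 note: in these data hits start at about 27%; measured in HUVEC primary endothelial cells; signal is the percent of cells scored E-selectin positive by PE staining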
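Test system: HUVEC; input: 3,000 HUVEC/well; measured by: immunofluorescence imaging; read-out: % PE-positive cells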
ERAP1 inh = human ERAP1 aminopeptidase inhibitors, primary screen, biochemical, single point, plate reader; Endoplasmic reticulum aminopeptidase 1 (Homo sapiens), Q9NZ08; recombinant ERAP1, Leu-AMC fluorescence, 60 min; inhibition, % at 10.7 µM; 340,000 compounds, 0.15% hits; AID 652197, 2013;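 active = mean replicate inhibition of at least 30%, or all replicates individually reaching that 30% level; inactive = mean below 30% and not every replicate reaching it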;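 note: 0% = neutral control wells and 100% = L-leucinethiol positive control wells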
Target sequence (Q9NZ08 whole entry, looked up): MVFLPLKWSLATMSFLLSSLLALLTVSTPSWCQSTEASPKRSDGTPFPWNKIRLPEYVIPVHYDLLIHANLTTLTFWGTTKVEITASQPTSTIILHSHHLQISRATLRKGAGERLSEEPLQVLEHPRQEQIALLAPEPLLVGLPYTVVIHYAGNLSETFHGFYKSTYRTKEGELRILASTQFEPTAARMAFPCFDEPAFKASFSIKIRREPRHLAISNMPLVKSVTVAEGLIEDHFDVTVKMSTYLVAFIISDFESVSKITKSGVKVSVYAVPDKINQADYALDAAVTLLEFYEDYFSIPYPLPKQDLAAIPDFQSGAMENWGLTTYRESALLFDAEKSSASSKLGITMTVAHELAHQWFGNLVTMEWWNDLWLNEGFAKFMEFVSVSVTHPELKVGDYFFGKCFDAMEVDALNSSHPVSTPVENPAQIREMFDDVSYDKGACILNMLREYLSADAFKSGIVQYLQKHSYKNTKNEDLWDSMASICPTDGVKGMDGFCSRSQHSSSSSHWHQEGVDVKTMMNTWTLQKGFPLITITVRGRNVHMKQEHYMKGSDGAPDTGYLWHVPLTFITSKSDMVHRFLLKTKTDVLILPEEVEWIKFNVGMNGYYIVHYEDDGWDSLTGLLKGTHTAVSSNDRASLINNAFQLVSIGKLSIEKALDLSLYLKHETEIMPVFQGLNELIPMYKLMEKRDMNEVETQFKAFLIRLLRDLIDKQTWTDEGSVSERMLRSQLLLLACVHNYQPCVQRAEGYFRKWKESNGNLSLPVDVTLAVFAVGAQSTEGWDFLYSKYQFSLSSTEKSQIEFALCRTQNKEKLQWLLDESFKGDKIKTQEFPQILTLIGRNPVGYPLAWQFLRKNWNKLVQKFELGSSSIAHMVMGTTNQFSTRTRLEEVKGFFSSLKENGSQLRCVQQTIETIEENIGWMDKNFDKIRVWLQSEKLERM
RAD54 branch = inhibitors of human RAD54 branch migration, primary screen, biochemical, fluorescence, single point; RAD54 Holliday junction branch migration, FAM/BHQ fluorescence; inhibition, % at 10.4 µM; 360,000 compounds, 0.14% hits;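 active = mean normalized replicate activity at least 40 and at least half of replicates scoring 40 or more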;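 note: 0% = median of neutral control wells and 100% = median of positive control wells; inhibitors cause a drop in the FAM fluorescence signal; in these data hits start at about 50%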
Cneo AK release = Cryptococcus neoformans cell lysis inducers, primary screen, AK release luminescence, single concentration; C. neoformans lysis, adenylate kinase release luminescence, 4 h; normalised: neutral wells 0, clomiphene wells 100; lysis activity, % at 15 µM; 360,000 compounds, 0.2% hits; AID 651654, 2012;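 active = mean lysis activity across replicates of at least 80%, whatever share of replicates individually reach that level; inactive = mean lysis activity below 80%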
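read-out = cell lysis signal | test system = log-phase Cryptococcus neoformans yeast cells | input = cells at 5 × 10^6 per mL | medium = fresh YPD growth medium | signal = luminescent adenylate kinase detection reagent | timing = 4 h at 37 °C static, read 1 h later | dosing = single dose | controls = Clomiphene as positive lysis control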
miR122 inh = miR-122 Renilla sensor signal increase in Huh7, primary screen, miR-122 inhibitor project, cell-based, single point, plate reader. activation (reporter increase), % at 12.5 µM. AID 602342, 2012. Huh7 miR-122 Renilla luciferase sensor, 48 h; neutral wells = 0, positive control = 100. 340,000 compounds, 0.3% hits;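 active = mean replicate activation score at least 90 and every replicate individually at or above 90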;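 note: higher luciferase means less miR-122 activity so hits act as miR-122 inhibitors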
PglD DTNB = C. jejuni PglD acetyltransferase inhibitors, primary screen, biochemical, DTNB colorimetric, single point | 360,000 compounds, 0.098% hits | purified PglD enzyme, DTNB colorimetric CoA detection | inhibition, % at 12.5 µM | UDP-N-acetylbacillosamine N-acetyltransferase PglD (Campylobacter jejuni); in the data active = inhibition above about 16%, passing the limit was not always enough; note: strong numbers were not always called active
RAD52 inh = RAD52 DNA annealing inhibitors, primary screen, biochemical, FRET, single point, set 2. DNA repair protein RAD52 homolog (Homo sapiens), P43351. recombinant RAD52 DNA annealing, FRET fluorescence. inhibition, % at 18.7 µM. 360,000 compounds, 0.46% hits;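 active = every replicate showing at least 50% inhibition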
PGC1a acetyl inh = inhibitors of PGC1a acetylation signal, primary screen, cell-based, U2OS, AlphaScreen, inhibitor mode | AlphaScreen anti-acetyl-lysine; with virally co-expressed GCN5 acetyltransferase | inhibition, % at 15.6 µM | 350,000 compounds, 0.17% hits;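 active = every replicate shows inhibition of at least 40%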;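 note: 0% = neutral control wells and 100% = positive control wells; some results beyond the cut were filed as inactive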
An asterisk follows results filed as active; . = not tested or not shown; [ ] = remark or other dose.

SMILES	E-sel inducer	ERAP1 inh	RAD54 branch	Cneo AK release	miR122 inh	PglD DTNB	RAD52 inh	PGC1a acetyl inh
S=P(c1ccc(N2CCOCC2)cc1N1CCOCC1)(N1CCOCC1)N1CCOCC1	.	.	4.0	-0.2	-4.6	-0.8	.	4.2
O=C(C[C@H]1C=C[C@H](NC(=O)CN2CCOCC2)[C@@H](CO)O1)NC1CCCCC1	-0.3	-1.3	2.1	7.8	.	0.4	-15.0	-9.7
CCOC(=O)Cn1cc(Cn2c3ccccc3c(=O)n2C(C)C)nn1	-1.9	.	2.0	1.9	5.1	-3.5	-8.4	9.7
Cc1noc(C)c1S(=O)(=O)Nc1ccc2c(c1)CC(=O)N([C@H](C)CO)C[C@H](C)[C@H](CN(C)C(=O)NC1CCCCC1)O2	5.4	2.7	7.5	-2.0	7.2[16.7 µM]	-1.3	4.3	2.0
CCC(C)NC(=O)CN1C(=O)NC2(CCOc3ccccc32)C1=O (stereo not given)	.	1.6	-2.8	-0.7	0.3	2.7	7.1	.
COC(=O)C1(CCSC)NC(c2ccc(O)cc2)C2C(=O)N(c3ccc4c(c3)OCCO4)C(=O)C21 (stereo not given)	.	.	1.9	3.7	-2.9	-0.5	.	-9.5
COc1ccccc1C(=O)N1CCN(c2cccc(Cl)c2)CC1	.	.	-0.3	3.8	16.6	1.2	.	0.6
O=C(CN1C(=O)COc2ccc(S(=O)(=O)N3CCOCC3)cc21)Nc1cccc(Cl)c1	.	-1.4	4.0	-2.0	4.3	-2.0	-3.0	0.7
N#Cc1ccc(OCC(=O)NCCc2ccc(S(N)(=O)=O)cc2)cc1	.	.	10.8	3.2	-1.7	4.8	.	1.6
COc1ccc(N2CCN(S(=O)(=O)c3c(C)[nH]c(C)c3C(=O)N3CCCCC3)CC2)cc1	.	-0.6	-3.7	-0.6	-13.5	2.2	-10.7	-6.1
Cc1ccc(C(C)(C)NC(=O)C2CCC(=O)N(CC3CCCCC3)C2)cc1 (stereo not given)	2.7	-2.2	11.4	7.8	2.0	-4.6	-17.0	-3.7
COc1cccc(-c2cnc3c(NC=O)cc(-c4cc(OC)c(OC)c(OC)c4)cn23)c1	0.0	-0.2	-9.2	-0.6	-1.8	-0.2	-46.1	-23.8
COc1ccc(S(=O)(=O)Nc2ccc3c(c2)CC(=O)N([C@H](C)CO)C[C@H](C)[C@@H](CN(C)S(=O)(=O)c2ccccc2)O3)cc1	-0.6	.	1.4	-0.8	-4.4[16.7 µM]	3.1	.	5.0
FC(F)(F)Sc1ccc(NC(=S)NCc2ccccc2)cc1	.	-1.9	0.5	4.4	17.7	2.5	-12.8	-5.7
CCOc1ccc(NC(=O)CN(C)Cc2ccc3c(c2)OCO3)cc1S(=O)(=O)N1CCCC1	-0.5	-2.6	16.7	-0.7	.	1.1	-26.1	.
C[C@@H]1CN([C@H](C)CO)C(=O)c2cc(N(C)C)ccc2O[C@@H]1CN(C)S(=O)(=O)c1ccccc1	1.8	-0.1	10.9	1.0	-2.4[16.7 µM]	2.3	0.1	-2.3
FC(F)Oc1ccc(-c2csc(Cc3nnc4n3CCCCC4)n2)cc1	.	.	8.4	3.3	-1.5	4.6	.	0.9
Cc1cc(=O)[nH]c(N/N=C/c2ccc(Cl)c([N+](=O)[O-])c2)n1	-0.2	1.8	.	.	.	.	-1.4	6.8
CC(C)CN(C(=O)COC(=O)CNC(=O)c1sc2ccccc2c1Cl)C1CCS(=O)(=O)C1 (stereo not given)	1.7	0.0	-0.2	-15.3	-2.3	8.1	-21.0	-6.6
O=C1CC(C(=O)Nc2ccccc2)S/C(=N\NC(=O)c2ccccc2Cl)N1 (stereo not given)	-0.3	-3.4	2.7	-1.3	-16.1	2.4	-16.2	.
O=C(CN(Cc1ccccc1)C(=O)CNS(=O)(=O)c1ccc(F)cc1)NCc1ccco1	-0.5	-1.2	4.1	4.0	-5.5	-3.7	9.4	-2.1
Nc1ccccc1-c1nnc(SCc2ccccc2F)[nH]c1=O	.	.	-2.1	5.9	-2.1	5.5	.	-4.5
O=C1CCC(=O)N1c1ccccc1-c1ccccc1	.	.	-5.2	-1.2	2.1	5.3	.	4.6
NC1=NC(c2ccc(Cl)cc2)C(C(=O)c2ccccc2)N1 (stereo not given)	26.0	0.5	3.5	-0.1	-4.9	5.9	-17.5	4.5
Cc1ccc(Nc2nc(N)nc(CN3CCN(Cc4ccc5c(c4)OCO5)CC3)n2)cc1	.	.	4.1	-1.6	-6.7	1.0	.	15.9
CC(C)C1N(S(=O)(=O)c2ccccc2)CCN1S(=O)(=O)c1ccccc1	.	.	1.5	-0.5	25.8	-4.4	.	-1.6
COc1ccc(-n2cc(C(=O)Nc3cc([N+](=O)[O-])ccc3OC)c3ccccc3c2=O)cc1	-0.1	0.9	9.1	0.3	-2.9	-0.5	-0.3	-3.2
C[C@H](CO)N1C[C@H](C)[C@@H](CN(C)Cc2ccc(C(F)(F)F)cc2)Oc2ccc(NC(=O)Cn3cnnn3)cc2CC1=O	.	2.4	-6.3	-14.5	-3.3[16.7 µM]	2.7	14.3	6.4
CCCN1C[C@@H](C)[C@H](OC)CN(C)C(=O)c2ccc(NC(=O)Nc3cccc(F)c3)cc2OC[C@@H]1C	0.0	-0.9	-6.6	-3.6	-6.6[16.7 µM]	1.3	-2.7	.
O=C(NCc1ccc(F)cc1)[C@H]1C[C@H]2C(=O)N[C@@H](Cc3ccccc3)C(=O)N2[C@H]1c1ccc(O)cc1	.	-1.1	4.9	-13.6	.	-1.7	-0.1	-4.4

Profiles, looked up by structure.
Record of `O=C(NCc1ccc(F)cc1)[C@H]1C[C@H]2C(=O)N[C@@H](Cc3ccccc3)C(=O)N2[C@H]1c1ccc(O)cc1` : E-sel inducer = .; ERAP1 inh = -1.1; RAD54 branch = 4.9; Cneo AK release = -13.6; miR122 inh = .; PglD DTNB = -1.7; RAD52 inh = -0.1; PGC1a acetyl inh = -4.4
Record of `Nc1ccccc1-c1nnc(SCc2ccccc2F)[nH]c1=O` : E-sel inducer = .; ERAP1 inh = .; RAD54 branch = -2.1; Cneo AK release = 5.9; miR122 inh = -2.1; PglD DTNB = 5.5; RAD52 inh = .; PGC1a acetyl inh = -4.5
Record of `C[C@H](CO)N1C[C@H](C)[C@@H](CN(C)Cc2ccc(C(F)(F)F)cc2)Oc2ccc(NC(=O)Cn3cnnn3)cc2CC1=O` : E-sel inducer = .; ERAP1 inh = 2.4; RAD54 branch = -6.3; Cneo AK release = -14.5; miR122 inh = -3.3[16.7 µM]; PglD DTNB = 2.7; RAD52 inh = 14.3; PGC1a acetyl inh = 6.4

Further compounds follow.
SMILES	E-sel inducer	ERAP1 inh	RAD54 branch	Cneo AK release	miR122 inh	PglD DTNB	RAD52 inh	PGC1a acetyl inh
O=S(=O)(NCc1ccccn1)c1ccccn1	.	-1.4	-15.0	3.8	-7.0	0.4	1.6	6.0
O=C(NCc1cccc(Br)c1)C1CC(c2ccccc2C(F)(F)F)=NO1 (stereo not given)	1.4	.	-3.5	-4.7	-6.8	4.3	.	.
COc1ccc2nc(SCC(=O)Nc3ccc(S(=O)(=O)Nc4onc(C)c4C)cc3)[nH]c2c1	.	.	-24.8	1.2	6.7	-0.6	.	-3.2
S=c1[nH]nc([C@@H]2C[C@H]2c2ccccc2)n1-c1ccccc1Cl	.	2.7	-0.1	3.6	.	-1.4	-10.1	12.6
C[C@H]1CN([C@@H](C)CO)S(=O)(=O)c2ccc(/C=C/c3ccccc3)cc2O[C@H]1CN(C)C	0.3	-0.2	6.1	54.3	-3.7[16.7 µM]	-0.2	16.6	-10.5
C[C@H](CO)N1C[C@H](C)[C@@H](CN(C)Cc2ccc(C(F)(F)F)cc2)Oc2ccc(NS(C)(=O)=O)cc2CC1=O	0.2	-2.0	-4.2	-1.5	-1.7[16.7 µM]	-0.1	8.1	-14.8
COc1ccccc1C(c1nnnn1C(C)(C)C)N1CCCc2ccccc21 (stereo not given)	.	.	0.5	-0.8	4.7	-3.9	.	-18.2
CCCCC(NC(=O)c1ccccc1)C(=O)OCC(=O)N1c2ccccc2Sc2ccccc21 (stereo not given)	.	.	2.1	1.9	-3.4	0.7	.	.
CC[C@]12c3[nH]c4cc(CCC(=O)N(C)C)ccc4c3CCN1C(=O)[C@@H](CC(=O)NCCN1CCOCC1)C[C@@H]2C(=O)N1CCN(C(=O)c2ccco2)CC1	1.9	-4.6	1.7	0.2	.	1.4	5.6	.
O=C(NCC(c1ccco1)N1CCCC1)c1cc(=O)[nH]c2ccccc12 (stereo not given)	-0.1	-7.2	.	.	.	.	-13.4	15.5
Cc1ccc(CCC(=O)Nc2ccccc2C(=O)O)o1	.	-2.4	-0.4	13.6	5.3	0.0	-6.6	-40.3
CNC[C@H]1OCCCC[C@H](C)Oc2ccc(NS(=O)(=O)c3ccc(OC)cc3)cc2C(=O)N([C@H](C)CO)C[C@@H]1C	-0.1	2.3	-1.8	0.4	-2.2[16.7 µM]	0.7	-122.6	2.7
O=C(c1cccc(S(=O)(=O)N2CCOCC2)c1)N1CCCc2ccccc21	.	.	-10.5	-0.7	-3.4	1.8	.	16.3
O=C(OCc1ccccc1)N1CCCCC1c1c(Cl)cccc1Br (stereo not given)	-3.9	.	1.1	-0.5	-4.8	-3.0	-2.0	-28.6
CC(C)c1ccc(NC(=O)Nc2nnc([C@H]3C[C@H](O)[C@@H](CO)O3)s2)cc1	-0.1	-0.5	-10.9	-0.9	4.7	0.7	-7.6	1.9
Cc1cc(C(=O)Nc2cccc3c2O[C@H](CN(C)Cc2ccc(C(=O)Nc4ccccc4N)cc2)[C@@H](C)CN([C@H](C)CO)C3=O)n(C)n1	-2.9	-1.4	-10.3	-0.8	-7.5[16.7 µM]	-1.5	-5.2	10.7
COc1ccc2ccc(OCC(=O)Nc3cc(C)on3)cc2c1	.	-0.4	-12.4	0.9	.	0.3	-1.8	.
Cc1n[nH]c(C)c1S(=O)(=O)N1CCOCC1	.	.	-6.3	-0.2	-0.3	-2.3	.	-2.7
Cc1cccc(C(=O)NCC(=O)OCc2cc(=O)n3ccsc3n2)c1	.	12.4	.	.	-2.0	.	2.1	-1.5
COc1ccc(C)cc1NC(=S)NN1CCN(C)CC1	0.3	-5.8	.	.	.	.	-16.8	-7.1
Nc1nc(=S)ss1	1.0	-1.0	3.7	0.0	.	2.8	-16.2	7.0
O=C(COC(=O)/C=C/c1ccc(F)cc1)NC1CC1	.	3.3	7.3	1.8	.	4.0	0.8	-9.1
O=C(N/N=C/c1c(Cl)nc2ccccn2c1=O)c1cccnc1	0.0	1.0	-13.9	1.6	4.9	-7.2	-17.4	4.8
C/C(NCc1ccccc1)=C(\C#N)C(=O)NCc1ccccc1	.	.	6.3	2.6	-1.0	5.2	.	-5.7
Cc1c(NC(=O)c2nn(CC(C)C)c(=O)c3ccccc23)c(=O)n(-c2ccccc2)n1C	.	1.0	-10.0	6.0	-2.8	0.9	-9.3	.
O=C(Cc1ccc(Cl)cc1)NC1CC1	-0.3	0.0	2.0	2.6	-2.1	-2.6	2.1	-8.6
CCCCOC(=O)C1=C(C)NC(=O)NC1c1ccc2c(c1)OCO2 (stereo not given)	.	0.5	2.1	-3.7	8.0	-6.6	-6.2	23.4
CC(C)(C)c1nc(C(C)(C)C)c(Br)c(=O)[nH]1	-1.3	-4.0	.	.	-5.5	.	-5.4	4.2

High-throughput results (PubChem)
